Bioassay records (PubChem)
T cell modulator: T cell immune modulators affecting CD8 T cell-vesicle binding | 2C CD8+ T cell-vesicle binding, flow cytometry; hits give low values | calls only at 7 µM | 0.068% of 330,000 active;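 active = response, share of CD8 T cells binding vesicles, and their 90th percentile fluorescence all below set limits, cut at about 80% in these data, passing the limit was not always enough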
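material = purified 2C TCR transgenic mouse naive CD8+ T cells | controls = Unloaded micro-vesicles (low), QL9 vesicles with 0.7% DMSO (high) | detection = cytometric PE anti-B7-1 and Alexa647 anti-CD8 signals after 1% paraformaldehyde fixation | incubation = binding step 1.5 h, 37 °C, antibody labelling 20 min, ice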
GPR35 antagonists: GPR35 antagonists blocking zaprinast-driven arrestin recruitment, primary screen, imaging, U2OS, beta-arrestin-GFP, zaprinast agonist (AID 2058). 0.052% of 290,000 active. inhibition, % at 10 µM; hits with a dose series show IC50 in µM. U2OS GPR35 beta-arrestin-GFP translocation imaging, zaprinast antagonism; higher % means a stronger effect;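 active = inhibition of at least 50% with at least 30 cells and total cytoplasm GFP at most 10,000,000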
KOR beta-arrestin-1: KOR agonists, beta-arrestin recruitment, primary screen, cell-based, luminescence, uHTS (AID 1777); KOR beta-arrestin recruitment, luminescence; higher % means a stronger effect; one-dose activation, % at 10 µM; EC50 in µM for titrated hits; 0.02% of 280,000 active; in the data active = activation above about 50%, passing the limit was not always enough; also: a part of the inactive calls stands beside numbers as strong as those of hits
NTR1 agonist: agonists of NTR1, primary screen, imaging, U2OS cells, beta-arrestin-GFP, high content (AID 493036) | P30989 | NTR1-U2OS beta-arrestin-GFP spot imaging, agonist mode | activation, % at 20 µM | 0.17% of 330,000 active;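 active = activation at or above 40% of the spot to cytoplasm intensity ratio, with at least 20 cells analyzed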;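 also: 0% = DMSO without peptide and 100% = 100 nM NTR1 peptide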
Target sequence (P30989 whole entry, looked up): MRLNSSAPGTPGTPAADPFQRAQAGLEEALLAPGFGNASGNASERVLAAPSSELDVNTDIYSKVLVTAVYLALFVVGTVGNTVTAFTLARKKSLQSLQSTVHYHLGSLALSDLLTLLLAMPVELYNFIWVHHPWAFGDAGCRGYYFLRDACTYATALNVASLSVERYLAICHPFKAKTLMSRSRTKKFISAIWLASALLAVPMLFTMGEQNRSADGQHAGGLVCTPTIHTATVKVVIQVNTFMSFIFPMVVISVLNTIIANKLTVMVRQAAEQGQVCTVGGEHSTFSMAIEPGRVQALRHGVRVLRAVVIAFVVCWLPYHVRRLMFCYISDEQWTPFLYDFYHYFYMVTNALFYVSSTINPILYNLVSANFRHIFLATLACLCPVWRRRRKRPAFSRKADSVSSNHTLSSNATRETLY
PhoP inhibition: PhoP-dependent GFP reporter repression – Salmonella Typhimurium, primary screen (AID 1863). one-dose inhibition, % at 50 µM; IC50 in µM for titrated hits. 0.16% of 300,000 active. S. Typhimurium PhoP-regulated promoter GFP reporter, 4 h; higher % means a stronger effect;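 active = inhibition over 29.93%, a cutoff 3 SD above the screen mean, later confirmed by dose response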;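 also: 0% = low Mg2+ inducing control and 100% = high Mg2+ repressing control; strong numbers were not always called active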
GPR55 LPI antagonism: inhibition of LPI-stimulated GPR55 beta-arrestin translocation – imaging, U2OS, beta-arrestin-GFP, LPI agonist, primary screen (AID 2013); U2OS GPR55 beta-arrestin-GFP translocation imaging, LPI antagonism; higher % means a stronger effect; 0.13% of 290,000 active; one-dose inhibition, % at 10 µM; IC50 in µM for titrated hits;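 active = spots per cell inhibited over 60%, with over 100 cells counted and total cytoplasm intensity under 500,000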;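 also: U2OS cells stably carrying GPR55 and arrestin-GFP stimulated by 5 µM LPI near EC80; imaged beta-arrestin-GFP aggregate spots per cell after agonist stimulation; plate controls were LPI-stimulated DMSO wells for no effect and DMSO wells without LPI for full effect; some results filed as inactive read as strong as hits; confirmed hits need IC50 under 10 µM and bright autofluorescent wells are also inconclusive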
GPR55 beta-arrestin: selective activators of receptor GPR55 – imaging, U2OS cells, beta-arrestin-GFP redistribution, primary screen (AID 1961) | one-dose activation, % at 10 µM; EC50 in µM for titrated hits | 0.048% of 290,000 active | U2OS GPR55 beta-arrestin-GFP redistribution imaging; higher % means a stronger effect;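 active = activation above 40% with more than 50 cells counted in the well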;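 also: U2OS osteosarcoma cells stably expressing GPR55 and beta-arrestin-GFP; plate controls were DMSO negative control for no effect and LPI positive control for full effect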
West Nile virus CPE: inhibition of WNV-induced cytopathic effect – cell-based, CPE readout (AID 1621) | West Nile virus-infected cells, CPE inhibition; higher % means a stronger effect | CPE inhibition, % at 10 µM, or IC50 in µM where a hit was titrated | 0.02% of 290,000 active; in the data active = a potency from the dose series; also: strong numbers were not always called active
KOR beta-arrestin-2: KOR antagonists, beta-arrestin recruitment, cell-based, luminescence, uHTS (AID 1778); KOR beta-arrestin recruitment, luminescence, antagonist mode; higher % means a stronger effect; 0.091% of 290,000 active; inhibition, % at 10 µM, or IC50 in µM where a hit was titrated; in the data active = inhibition above about 50%; also: strong numbers were not always called active
T cell modulator vesicle-bound %: recorded beside T cell modulator, whose call it bears; double positive events, %; measured here: CD8+ vesicle-bound cell fraction;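 binding gate set so that unloaded-vesicle control wells show 10% double positive cells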
NTR1 agonist cell count 20 µM: second read-out of NTR1 agonist, no call of its own (marks repeat the call); cell count; measured here: cell count, cytotoxicity flag
Numbers without * were called inactive; [ ] = remark or other dose.

Cc1ccc2c(c1)N(C(=O)CCC(=O)NCC(C)c1ccccc1)CC(C)O2 (stereo unspecified) was read as T cell modulator inactive, GPR35 antagonists -9.4%, KOR beta-arrestin-1 -4.3%, NTR1 agonist -0.4, GPR55 LPI antagonism 23.3%, GPR55 beta-arrestin 0.0%, West Nile virus CPE -1.2%, KOR beta-arrestin-2 -16.6%[20 µM], T cell modulator vesicle-bound % 36.3 and NTR1 agonist cell count 20 µM 82.
COc1cccc(NC(=O)CCC2CCN(C(=O)c3cccc(NC(C)=O)c3)CC2)c1 was read as T cell modulator inactive, GPR35 antagonists -12.7%, KOR beta-arrestin-1 0.6%, NTR1 agonist 0.7, PhoP inhibition 4.4%, GPR55 LPI antagonism 4.2%, GPR55 beta-arrestin -0.1%, West Nile virus CPE -0.3%, KOR beta-arrestin-2 2.3%, T cell modulator vesicle-bound % 2.7 and NTR1 agonist cell count 20 µM 38.
Screening C/C(=N\NC(=O)c1ccccc1F)c1ccc2c(c1)Nc1ccccc1S2 returned T cell modulator inactive, GPR35 antagonists 0.2%, KOR beta-arrestin-1 6.6%, NTR1 agonist 12.9, PhoP inhibition -12.1%, GPR55 LPI antagonism 5.7%, GPR55 beta-arrestin -0.2%, West Nile virus CPE -1.1%, KOR beta-arrestin-2 6.4%, T cell modulator vesicle-bound % 31.2 and NTR1 agonist cell count 20 µM 58.
Screening Cn1c(CNC(=O)c2ccccc2F)nnc1SCc1ccc(Cl)cc1 returned T cell modulator inactive, GPR35 antagonists -6.0%, KOR beta-arrestin-1 -4.0%, NTR1 agonist -0.5, PhoP inhibition -12.6%, GPR55 LPI antagonism -7.3%, GPR55 beta-arrestin 0.1%, West Nile virus CPE -0.6%, KOR beta-arrestin-2 -17.6%, T cell modulator vesicle-bound % 35.0 and NTR1 agonist cell count 20 µM 42.
For Cc1cccc(NC(=O)C2CCCN(C(=O)Nc3ccccc3)C2)c1C (stereo unspecified) the results were T cell modulator inactive, GPR35 antagonists -4.7%, KOR beta-arrestin-1 -1.5%, NTR1 agonist 0.1, PhoP inhibition -9.8%, GPR55 LPI antagonism 0.8%, GPR55 beta-arrestin 0.0%, West Nile virus CPE 0.1%, KOR beta-arrestin-2 26.1%, T cell modulator vesicle-bound % 45.0 and NTR1 agonist cell count 20 µM 81.
For CC(NC(=O)c1cncc(Br)c1)c1ccc(S(N)(=O)=O)cc1 (stereo unspecified) the results were T cell modulator inactive, GPR35 antagonists -9.4%, KOR beta-arrestin-1 -0.7%, NTR1 agonist -0.8, PhoP inhibition -1.8%, GPR55 LPI antagonism -10.2%, GPR55 beta-arrestin -0.1%, West Nile virus CPE 0.2%, KOR beta-arrestin-2 2.1%, T cell modulator vesicle-bound % 63.7 and NTR1 agonist cell count 20 µM 76.
`CN(C(=O)COC(=O)c1cc(-c2ccco2)nc2ccccc12)C1CCS(=O)(=O)C1` (stereo unspecified) gave T cell modulator inactive, GPR35 antagonists 9.1%, KOR beta-arrestin-1 -0.1%, NTR1 agonist 2.6, PhoP inhibition -8.3%, GPR55 LPI antagonism 3.2%, GPR55 beta-arrestin 0.0%, West Nile virus CPE 1.3%, KOR beta-arrestin-2 2.2%, T cell modulator vesicle-bound % 60.1 and NTR1 agonist cell count 20 µM 44.
`CCCNC(=O)CN1C(=O)COc2ccc(S(=O)(=O)N3CCCCCC3)cc21` gave T cell modulator inactive, GPR35 antagonists 0.4%, KOR beta-arrestin-1 -3.5%, NTR1 agonist -1.4, PhoP inhibition 1.3%, GPR55 LPI antagonism -1.1%, GPR55 beta-arrestin 0.2%, West Nile virus CPE 0.9%, KOR beta-arrestin-2 -5.9%, T cell modulator vesicle-bound % 1.3 and NTR1 agonist cell count 20 µM 43.
Screening Cc1ccc(N2CCN(S(=O)(=O)N3CCCCC3)CC2)cc1C returned T cell modulator inactive, GPR35 antagonists 14.3%, NTR1 agonist 2.6, PhoP inhibition 3.9%, GPR55 LPI antagonism 1.9%, GPR55 beta-arrestin -0.1%, West Nile virus CPE -1.0%, KOR beta-arrestin-2 21.7%[20 µM], T cell modulator vesicle-bound % 46.7 and NTR1 agonist cell count 20 µM 40.
Screening CCCNc1c(NS(=O)(=O)c2ccc(NC(=O)CC)cc2)c(=O)oc2ccccc12 returned T cell modulator inactive, GPR35 antagonists 20.6%, KOR beta-arrestin-1 2.2%, NTR1 agonist 2.7, PhoP inhibition -7.1%, GPR55 LPI antagonism 18.3%, GPR55 beta-arrestin 1.1%, West Nile virus CPE 0.1%, KOR beta-arrestin-2 -28.8%, T cell modulator vesicle-bound % 21.7 and NTR1 agonist cell count 20 µM 59.
Screening CC(C)CN1CCC(CN(C)Cc2nc(-c3cnccn3)no2)CC1 returned T cell modulator inactive, GPR35 antagonists -0.5%, KOR beta-arrestin-1 2.1%, NTR1 agonist 1.2, PhoP inhibition -6.6%, GPR55 LPI antagonism 7.0%, GPR55 beta-arrestin -0.2%, West Nile virus CPE 0.5%, KOR beta-arrestin-2 7.2%, T cell modulator vesicle-bound % 12.7 and NTR1 agonist cell count 20 µM 54.
C/C(=N/NC(=O)c1ccccc1)C1=C(O)CC(C)(C)CC1=O was read as T cell modulator inactive, GPR35 antagonists -0.9%, NTR1 agonist -2.1, GPR55 LPI antagonism 12.9%, GPR55 beta-arrestin -0.1%, West Nile virus CPE -0.6%, KOR beta-arrestin-2 -26.0%[20 µM], T cell modulator vesicle-bound % 57.1 and NTR1 agonist cell count 20 µM 81.
Screening CCCCOc1ccc(C(O)(CCN2CCOCC2)c2ccccc2)cc1 (stereo unspecified) returned T cell modulator inactive, GPR35 antagonists 11.1%, KOR beta-arrestin-1 -7.0%, NTR1 agonist 0.6, PhoP inhibition -1.1%, GPR55 LPI antagonism -6.9%, GPR55 beta-arrestin -0.3%, West Nile virus CPE -1.4%, KOR beta-arrestin-2 4.3%, T cell modulator vesicle-bound % 51.4 and NTR1 agonist cell count 20 µM 86.
`CCCCN1C(=O)CCC(C(=O)O)C1c1ccc([N+](=O)[O-])cc1` (stereo unspecified) gave T cell modulator inactive, GPR35 antagonists 2.7%, KOR beta-arrestin-1 0.1%, NTR1 agonist -0.3, PhoP inhibition 19.5%, GPR55 LPI antagonism 5.9%, GPR55 beta-arrestin 0.0%, West Nile virus CPE -0.1%, KOR beta-arrestin-2 16.1%, T cell modulator vesicle-bound % 22.8 and NTR1 agonist cell count 20 µM 90.
`Cc1[nH]c2ccc(C(=O)NCCN3CCOCC3)cc2c1C` gave T cell modulator inactive, GPR35 antagonists 14.1%, KOR beta-arrestin-1 12.3%, NTR1 agonist 1.0, PhoP inhibition -6.1%, GPR55 LPI antagonism -0.9%, GPR55 beta-arrestin 0.2%, West Nile virus CPE 0.3%, KOR beta-arrestin-2 -16.9%, T cell modulator vesicle-bound % 8.4 and NTR1 agonist cell count 20 µM 54.
For Cc1ccc(CN2CCN(C3CCC3)CC2CCO)cc1 (stereo unspecified) the results were T cell modulator inactive, GPR35 antagonists 13.2%, NTR1 agonist -0.9, PhoP inhibition 0.7%, GPR55 LPI antagonism -21.5%, GPR55 beta-arrestin -0.2%, West Nile virus CPE 0.2%, KOR beta-arrestin-2 19.0%[20 µM], T cell modulator vesicle-bound % 54.9 and NTR1 agonist cell count 20 µM 51.
For CC(C)(C)[C@@H]1C=C(C(=O)NCc2ccccc2)O[C@H](OCc2ccc(CO)cc2)C1 the results were T cell modulator inactive, GPR35 antagonists -1.4%, KOR beta-arrestin-1 2.6%, NTR1 agonist 4.6, PhoP inhibition -9.8%, GPR55 LPI antagonism 10.6%, GPR55 beta-arrestin -0.2%, KOR beta-arrestin-2 -14.3%, T cell modulator vesicle-bound % 13.0 and NTR1 agonist cell count 20 µM 67.
O=c1c2ccc(Cl)cc2[nH]c(=S)n1CCC1=CCCCC1 was read as T cell modulator inactive, GPR35 antagonists 10.9%, KOR beta-arrestin-1 -2.3%, NTR1 agonist 0.6, PhoP inhibition -2.7%, GPR55 LPI antagonism 1.5%, GPR55 beta-arrestin 0.2%, West Nile virus CPE -0.3%, KOR beta-arrestin-2 18.1%, T cell modulator vesicle-bound % 41.8 and NTR1 agonist cell count 20 µM 83.
Screening C/C(=N/NC(=O)c1ccccc1)C(=O)O returned T cell modulator inactive, GPR35 antagonists 4.0%, NTR1 agonist -0.8, PhoP inhibition 0.1%, GPR55 LPI antagonism -4.8%, GPR55 beta-arrestin 0.3%, West Nile virus CPE 1.9%, KOR beta-arrestin-2 -33.3%[20 µM], T cell modulator vesicle-bound % 21.2 and NTR1 agonist cell count 20 µM 25.
CC(Nc1cc(N2CCN(S(C)(=O)=O)CC2)ccc1[N+](=O)[O-])c1ccccc1 (stereo unspecified) was read as T cell modulator inactive, GPR35 antagonists 0.1%, KOR beta-arrestin-1 0.8%, NTR1 agonist 2.6, PhoP inhibition -9.5%, GPR55 LPI antagonism 3.7%, GPR55 beta-arrestin 0.0%, West Nile virus CPE 0.2%, KOR beta-arrestin-2 -8.5%, T cell modulator vesicle-bound % 37.4 and NTR1 agonist cell count 20 µM 65.
Screening CCOCc1nnc(NC(=O)CS(=O)(=O)c2ccc(C)cc2)s1 returned T cell modulator inactive, GPR35 antagonists -3.6%, KOR beta-arrestin-1 -4.6%, NTR1 agonist -0.6, PhoP inhibition -2.6%, GPR55 LPI antagonism -5.2%, GPR55 beta-arrestin 0.3%, West Nile virus CPE 0.0%, KOR beta-arrestin-2 -5.4%, T cell modulator vesicle-bound % 28.2 and NTR1 agonist cell count 20 µM 56.
ClCc1cc2ccccc2nc1Cl was read as T cell modulator inactive, GPR35 antagonists 1.8%, KOR beta-arrestin-1 -1.0%, NTR1 agonist 1.8, PhoP inhibition 4.3%, GPR55 LPI antagonism 4.5%, GPR55 beta-arrestin -0.5%, West Nile virus CPE 1.4%, KOR beta-arrestin-2 -31.2%, T cell modulator vesicle-bound % 53.2 and NTR1 agonist cell count 20 µM 32.
`CCC(=O)c1c[nH]c(C(=O)NCc2ccco2)c1` gave T cell modulator inactive, GPR35 antagonists 10.6%, KOR beta-arrestin-1 -5.6%, NTR1 agonist -0.1, PhoP inhibition 2.0%, GPR55 LPI antagonism 2.4%, GPR55 beta-arrestin 0.3%, West Nile virus CPE -0.2%, KOR beta-arrestin-2 15.3%, T cell modulator vesicle-bound % 34.1 and NTR1 agonist cell count 20 µM 57.
